GPR151 activ = human GPR151 activation | Q8TDV0 | PathHunter beta-arrestin GPR151 cells, luminescence | activation, % at 11.2 µM | 650,000 tested, 1% active; in the data active means activation above about 4.9%;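 further: 0% = median of compound wells and 100% = cells with positive control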
TEAD-YAP inh = TEAD-YAP interaction inhibition; HEK-TIYL cells, TEAD-Gal4/YAP UAS-luciferase luminescence; inhibition, % at 9.12 µM; 640,000 tested, 1.4% active; AID 1259422; in the data active means inhibition above about 32%;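 further: 0% = median of test compound wells and 100% = reference inhibitor wells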
FBW7 act = human FBW7 E3 ligase activation, primary screen | Q969H0 | AlphaScreen FBW7–phospho-cyclin E peptide binding, activator screen | normalized activity (activation), % at 26.1 µM | 650,000 tested, 0.13% active | AID 1259310; in the data active means normalized activity above about 1.9%;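 further: purified mutant Fbw7 with reduced substrate affinity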
Target sequence (Q969H0 whole entry, looked up): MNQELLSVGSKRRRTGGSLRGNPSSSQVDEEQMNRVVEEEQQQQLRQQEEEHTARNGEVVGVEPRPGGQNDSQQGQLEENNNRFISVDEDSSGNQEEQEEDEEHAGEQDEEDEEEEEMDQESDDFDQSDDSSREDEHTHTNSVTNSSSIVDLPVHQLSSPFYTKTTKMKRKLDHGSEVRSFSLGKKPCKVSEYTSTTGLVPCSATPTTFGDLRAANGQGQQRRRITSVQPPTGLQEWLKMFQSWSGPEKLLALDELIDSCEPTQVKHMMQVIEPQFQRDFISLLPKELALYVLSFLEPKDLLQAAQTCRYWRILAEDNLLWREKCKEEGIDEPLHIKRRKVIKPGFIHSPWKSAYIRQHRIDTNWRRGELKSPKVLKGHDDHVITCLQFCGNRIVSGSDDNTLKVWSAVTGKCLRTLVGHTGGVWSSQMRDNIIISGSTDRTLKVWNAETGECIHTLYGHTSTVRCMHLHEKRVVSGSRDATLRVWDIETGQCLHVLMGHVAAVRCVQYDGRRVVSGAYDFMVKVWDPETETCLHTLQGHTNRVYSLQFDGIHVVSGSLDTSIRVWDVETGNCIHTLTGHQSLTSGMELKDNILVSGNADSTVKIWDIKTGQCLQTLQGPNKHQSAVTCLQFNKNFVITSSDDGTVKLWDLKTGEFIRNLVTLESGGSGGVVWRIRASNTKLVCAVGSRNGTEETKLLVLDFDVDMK
MITF inh = blocks human microphthalmia-associated transcription factor; O75030; AlphaScreen MITF homodimerization, bead proximity signal; inhibition, % at 2.6 µM; 650,000 tested, 0.91% active; AID 1259374; in the data active means inhibition above about 50%;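 further: 0% = vehicle wells with protein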
Starred values were filed as active, the others as inactive; . = no result given.

SMILES	GPR151 activ	TEAD-YAP inh	FBW7 act	MITF inh
COc1ccc(N(CC(=O)NCc2cccnc2)S(=O)(=O)c2ccc(C)c([N+](=O)[O-])c2)cc1	-1.3	6	0.0	-3
C=CCS(=O)(=O)c1ccc2ccccc2c1	1.0	23	0.9	17
CCC(N)(C(=O)O)c1ccc(C(=O)O)cc1 (stereo not given)	-0.6	.	0.0	-10
Cc1ccc(-c2ccc(=O)n(CC(=O)N3CCCCC3)n2)cc1	2.5	9	0.0	-8
CC1(C(=O)O)CCC(C(=O)NNC(=O)c2ccccc2O)C1(C)C (stereo not given)	-0.4	-8	0.6	13
COc1cc(OC)cc(C(=O)c2c(C)c(CCC#N)n3ccccc23)c1	-0.7	-6	0.0	10
COCCNC(=O)c1ccc(Cl)c(NC2=NC3CS(=O)(=O)CC3S2)c1 (stereo not given)	-0.5	3	0.1	1
O=C(O)c1c(-c2ccncc2)csc1-n1cccc1	1.0	-9	0.0	6
COc1ccc(C2(O)CN(c3ccccc3)C3=[N+]2CCCC3)cc1OC (stereo not given)	-0.6	9	0.1	4
CCCCC(=O)Nc1ccc(NC(=O)CCCC)c(OC)c1	1.1	-7	0.1	-4
O=[N+]([O-])c1cc(N=Cc2nc(-c3ccccc3F)oc2O)ccc1Cl	-0.5	-11	-0.1	-2
CCOC(=O)c1c(-c2ccc(Cl)cc2)nn2c1NCN(CCOC)C2	1.5	-7	0.9	17
CCCOc1ccc(N2CC(C(=O)Nc3ccc(Br)cc3)CC2=O)cc1 (stereo not given)	-0.5	2	-0.2	4
COC(=O)c1ccccc1NC(=O)CN(c1cccc(C)c1C)S(=O)(=O)c1ccccc1	-0.8	7	-0.1	14
CN(C)CCNc1nc2c(c(=O)[nH]c(=O)n2C)n1Cc1ccc([N+](=O)[O-])cc1	5.1*	5	0.2	9
c1ccc(-c2nc(NC3CCCCC3)c3ccccc3n2)cc1	0.9	8	0.0	9
Cc1ccc(NC(=O)O/N=C\c2ccncc2)cc1	-0.1	-58	0.1	-18
Cc1csc(SCC(=O)Nc2nc(-c3ccccc3)cs2)n1	-2.7	-23	0.5	9
Nc1cccc(C(=O)N/N=C/c2cccc(O)c2)c1	-0.2	9	0.0	-4
O=C(Cn1ccc2ccccc2c1=O)NCCC(=O)Nc1ccc2c(c1)OCCO2	-0.3	16	0.0	10
CC(=O)Nc1ccccc1C(=O)C(=O)Nc1cccc(C(=O)NCCc2ccccc2)c1	-1.9	-32	0.1	8
CCCN1CCC(N(C2CC2)S(=O)(=O)c2ccc(NC(=O)c3ccccc3)cc2)CC1	-0.9	2	0.0	12
COc1cc(OC)c(CN2CCc3nnc(CNC(=O)C4CCOC4)n3CC2)c(OC)c1 (stereo not given)	-0.1	-3	0.3	-34
CCCCC(=O)N1c2ccc(OC)cc2C2=C(SC(C(=O)OC)=C(C(=O)OC)C23SC(C(=O)OC)=C(C(=O)OC)S3)C1(C)C	1.5	7	0.1	-1
CC(=O)Nc1cccc(NC(=O)CSc2nnnn2C)c1	0.9	-1	0.0	8

Reformatted with each value named: 4 of the compounds above
compound: COc1ccc(C2(O)CN(c3ccccc3)C3=[N+]2CCCC3)cc1OC (stereo not given)
  GPR151 activ: -0.6	TEAD-YAP inh: 9	FBW7 act: 0.1	MITF inh: 4
compound: CCCCC(=O)Nc1ccc(NC(=O)CCCC)c(OC)c1
  GPR151 activ: 1.1	TEAD-YAP inh: -7	FBW7 act: 0.1	MITF inh: -4
compound: O=[N+]([O-])c1cc(N=Cc2nc(-c3ccccc3F)oc2O)ccc1Cl
  GPR151 activ: -0.5	TEAD-YAP inh: -11	FBW7 act: -0.1	MITF inh: -2
compound: CCOC(=O)c1c(-c2ccc(Cl)cc2)nn2c1NCN(CCOC)C2
  GPR151 activ: 1.5	TEAD-YAP inh: -7	FBW7 act: 0.9	MITF inh: 17

The results go on:
SMILES	GPR151 activ	TEAD-YAP inh	FBW7 act	MITF inh
O=C(Cn1nnc(-c2ccccc2NC(=O)c2cccc(Cl)c2)n1)NC1CCCC1	-0.2	-2	0.2	11
O=S(=O)(/N=C(\Nc1ccncc1)c1ccccc1)c1ccccc1	-0.8	2	-0.1	32
Cc1ccc2cn[nH]c2c1NC(N)=S	2.5	4	0.1	4
CC(=O)NC(=O)CSc1nc2ccccc2s1	-1.4	2	1.1	5
COc1ccc(-c2nnc(SCC(=O)NC(C)c3ccccc3)o2)cc1OC (stereo not given)	-1.1	5	0.6	-5
Cc1cccc(C)c1-n1c(N)c(C#N)c(N)c(C#N)c1=S	-0.2	-4	0.4	20
[O-]/[N+](=C/c1ccccc1)C/C(=N/O)c1ccccc1	-1.3	-4	0.1	7
O=C1CS(=O)(=O)C(c2cccc([N+](=O)[O-])c2)N1c1ccc(Cl)cc1 (stereo not given)	-1.2	13	0.4	21
Cc1ccc2nc(Nc3nc4ccccc4c(=O)[nH]3)nc(C)c2c1	0.6	-9	0.0	16
COc1cc(CN2CCN(Cc3ccccc3Cl)CC2)cc(OC)c1OC	2.4	2	-0.2	75*
COc1ccc(NC(=O)CN2C(=S)NC(C)(C)CC2C)cc1 (stereo not given)	0.0	-19	-0.1	-10
Cc1ccc2c(CN(C)CCO)cc(=O)oc2c1C	1.9	3	0.1	9
COCc1cc(C)nc2sc(C(=O)c3ccc(C)cc3)c(N)c12	-0.4	-14	0.7	-5
O=c1c2c(nc3nn[nH]n13)CCN(Cc1ccccc1)C2	0.3	-5	0.1	-4
Cc1ccc(S(=O)(=O)N2CCCC(CCC(=O)NCc3ccccc3F)C2)s1 (stereo not given)	-1.6	4	-0.2	-15
C(=N\Nc1nc2ccccc2[nH]1)/c1ccc2ccccc2c1	0.2	-4	-0.1	-13
COc1ccc(OC)c(/C=N/NC(=O)C(C)O)c1 (stereo not given)	-0.7	0	0.1	-9
NCCCC[C@@H]1NC(=O)[C@H]2CN(Cc3cnn(-c4ccccc4)c3)CCN2C1=O	0.7	2	0.0	7
NC(=O)SC/C(=N/S(=O)(=O)c1ccc(Cl)cc1)Nc1cccc2ccccc12	-0.3	-7	-0.1	-6
Cc1nn(-c2ccc(F)cc2)c2sc(C(=O)NCc3ccc(S(N)(=O)=O)cc3)cc12	-0.4	40*	0.0	-1
Cc1nc2c(c(N3CCOCC3)n1)CN(S(C)(=O)=O)CC2	-0.6	2	0.2	9
Cc1cc(C(=O)COC(=O)c2ccc(Cl)c([N+](=O)[O-])c2)c(C)n1CC1CCCO1 (stereo not given)	1.2	5	0.0	-4
O=C(N1CCOCCOc2ccccc2OCCOCC1)C(F)(F)F	0.9	8	-0.1	4
Cc1c(C(=O)O)[nH]c2ccc(Cl)cc12	-0.7	3	0.1	-4
CC(=O)N1CCc2cc(Br)cc(S(=O)(=O)NC3CCCC3)c21	0.7	3	0.0	8

A draw from above in order of SMILES length, ascending.
SMILES	GPR151 activ	TEAD-YAP inh	FBW7 act	MITF inh
Cc1ccc(NC(=O)O/N=C\c2ccncc2)cc1	-0.1	-58	0.1	-18
COc1ccc(OC)c(/C=N/NC(=O)C(C)O)c1 (stereo not given)	-0.7	0	0.1	-9
O=C(N1CCOCCOc2ccccc2OCCOCC1)C(F)(F)F	0.9	8	-0.1	4
COc1ccc(NC(=O)CN2C(=S)NC(C)(C)CC2C)cc1 (stereo not given)	0.0	-19	-0.1	-10
Cc1cccc(C)c1-n1c(N)c(C#N)c(N)c(C#N)c1=S	-0.2	-4	0.4	20
CCOC(=O)c1c(-c2ccc(Cl)cc2)nn2c1NCN(CCOC)C2	1.5	-7	0.9	17
COc1ccc(C2(O)CN(c3ccccc3)C3=[N+]2CCCC3)cc1OC (stereo not given)	-0.6	9	0.1	4

Later entries.
SMILES	GPR151 activ	TEAD-YAP inh	FBW7 act	MITF inh
CN(NS(=O)(=O)c1ccc2ccccc2c1)c1ccccc1	7.6*	0	0.0	5
O=C(O)/C=C\C(=O)Nc1ccc(-c2nc3cc4ccccc4cc3[nH]2)cc1	1.4	-34	0.8	0
COc1ccc(NC(=O)CS(=O)CC(=O)N2CCN(C3CCCC3)CC2)cc1 (stereo not given)	0.4	4	0.0	2
COC(=O)c1cc(CNC(=O)/C=C/c2cccc(F)c2)cc(NC(=O)c2ccco2)c1	0.0	-43	0.1	5
O=C(COc1ccc2ccccc2c1)N1CCN=C1SCc1cccnc1	-0.2	-46	-0.1	1
Cn1c(SCC2CCCO2)nnc1-c1ccncc1 (stereo not given)	0.7	-1	-0.1	-4
COc1ccc2ccccc2c1/C=C1/SC(=Nc2ccccc2)NC1=O	0.0	44*	-0.1	2
Cc1nn(CC(=O)NCCCN2CCCC2=O)c(=O)c2c1sc1ccccc12	0.3	8	-0.3	8
O=C(O)c1cccc(-c2cc(C(=O)O)ncc2C(=O)O)c1	2.0	-1	-1.2	57*
CCSc1ccc(-c2cccnc2)nn1	0.6	-28	-0.1	1
COC(=O)CSc1nc2c(C)c(C)ccc2cc1C#N	-0.6	5	0.1	9
COc1ccc(C2C3=C(CC(C)(C)CC3=O)Nc3nc(-c4cccc(OC)c4)nn32)cc1 (stereo not given)	1.7	-5	0.0	-2
CCc1nc2sccn2c(=O)c1C(=O)N1CCCC1	0.4	7	0.0	-26
N#C/C(=C\c1ccc(F)cc1)C(=O)N1CCCCC1	0.8	3	0.2	8
CC1CCCCN1c1ccc([N+](=O)[O-])cc1[N+](=O)[O-] (stereo not given)	-0.8	3	-0.1	18
CN(C)CCN1C(=O)C(O)=C(C(=O)c2ccco2)C1c1ccncc1 (stereo not given)	-1.4	12	-0.4	-5
Cc1ccc(S(=O)(=O)N(CC(O)CN2C(=O)NC(C)(C)C2=O)c2ccccc2[N+](=O)[O-])cc1 (stereo not given)	0.1	3	-0.5	10
COc1ccc(C(=O)N2CCN(C3C4CC5CC(C4)CC3C5)CC2)cc1 (stereo not given)	4.0	-6	0.1	39
COC(=O)c1cc(OC)c(OC)cc1NC(=O)Nc1ccc(C)cc1	0.2	5	-0.3	2
O=C(Nc1cnn(Cc2ccc(F)cc2)c1)c1ccc(Br)o1	-0.6	-7	-0.2	9
COC(=O)c1ccccc1NS(=O)(=O)c1ccc(SC)cc1	1.1	-3	0.0	-10
N#Cc1ccc(CSc2ncc3ccccn23)cc1	4.9	-31	0.1	-3
O=C(ON1C(=O)CCC1=O)c1cccc([N+](=O)[O-])c1	-0.7	-5	0.0	8
O=C(Nc1ccccc1Br)c1cc([N+](=O)[O-])ccc1Cl	1.6	30	-0.2	-12
CSc1ccc(/C=C2\C(=O)NC(=O)N(c3cccc(Br)c3)C2=O)cc1	2.5	-6	0.4	12
SMILES	GPR151 activ	TEAD-YAP inh	FBW7 act	MITF inh
COC(=O)c1c(C(C)(C)C)oc2c1cc(NS(=O)(=O)c1cc(C)ccc1C)c1ccccc12	-0.8	-7	0.0	-14
Cc1ccc(O)c(C(=O)c2coc(=N)c(C(=O)NCCN3CCOCC3)c2)c1	2.0	-2	0.0	-2
CCN(CC)c1nc(Cl)nc(N(C)C#N)n1	0.0	-5	0.0	0
CC(=O)c1cccc(NS(=O)(=O)c2ccc3c(c2)oc(=O)n3C)c1	0.3	10	-0.1	10
COc1ccc(NC(=O)Cn2c(=O)n(-c3ccccc3)c(=O)c3c(C)c(C)sc32)cc1	0.1	-5	-0.1	-4
Cc1cc(NC(=O)CSc2nc3ccccc3c(=O)n2CC2CCC(C(=O)N3CCN(c4ccccc4)CC3)CC2)no1 (stereo not given)	1.7	-3	0.1	-4
CN(CC(=O)Nc1ccc(OC(F)(F)F)cc1)S(=O)(=O)c1cnc[nH]1	-0.5	-2	0.7	4
O=C(NC1CCCC1)C(c1ccncc1)N(Cc1ccc(F)cc1)C(=O)c1csnn1 (stereo not given)	0.4	5	-0.1	6
CCN1C(=O)/C(=C/c2ccc(O)cc2)SC1=S	-3.4	-27	-0.6	0
COc1cccc(COc2coc(C(=O)NC(C)c3ccccc3)cc2=O)c1 (stereo not given)	3.8	20	-0.1	-1
Cc1ccsc1CN1CC(=O)N(c2c(C)cccc2C)C1=S	-1.5	-18	0.1	2
CCCCC/C=C\C=C\C(O)CCCCCCCC(=O)O (stereo not given)	-1.5	.	.	-4
CSc1ccc(/C=N/NC(=O)CC2C(=O)NN=C2C)cc1 (stereo not given)	-0.5	4	0.0	5
C=CCN(N=Nc1nonc1C)c1nonc1C	1.4	-3	0.2	-11
O=C(CSc1nc(=O)n(Cc2ccncc2)c2c1CCCC2)Nc1ccccc1F	-0.2	-5	0.0	-3
COC1=C/C(=C/c2c(N)n3nc(-c4ccc(C)cc4)sc3nc2=O)C=CC1=O	-0.8	-29	0.2	0
Cc1cc(=O)nc2c3ccccc3n(CC(=O)NCC3CCCO3)n12 (stereo not given)	1.1	-4	0.0	2
O=C1CCCN1CCn1cnc2c(Nc3ccc(N4CCOCC4)cc3)nc(Nc3ccc(C(F)(F)F)cc3)nc21	1.6	9	0.0	2
CCOc1cccc(-c2nc(C(N)=O)c3[nH]c(=O)n(-c4ccccc4)c3n2)c1O	-0.2	-3	0.9	2

Screening data: PubChem BioAssay, The Scripps Research Institute Molecular Screening Center
